TGFb SMAD3 inh: TGF-b pathway inhibition; HepG2 CAGA-GFP TGF-b/SMAD3 reporter, GFP fluorescence, 18 h; TGF-beta stimulated, 500 pg/mL final; 410,000 compounds, 1.2% hits; AID 588855; Potency, µM (doses to about 46.1 µM), inactives show at the highest dose activity, negative = inhibition, actives largely listed as inhibitors; also: potency is read from the fitted curve at half-maximal effect; % is scaled to controls: 0 for no effect and ±100 for the full control effect; nearly all actives have a fitted effect of over 65% in size
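Inhibition of TGF-beta-driven CAGA-GFP reporter expression in HEPG2 cells is measured by cellular GFP fluorescence after 18 h stimulation with 500 pg/mL recombinant TGF-beta in 1% FBS medium at 37 degrees C.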
Nrf2 ARE act: activates Nrf2 signaling; AREc32 ARE-luciferase reporter (MCF7-derived line), luminescence, 24 h; Potency, µM (titrated, usually from 46.1 µM), without a hit: top-dose activation, usual class: activators; 410,000 compounds, 0.31% hits; AID 624171; also: potency is read from the fitted curve at half-maximal effect; % of control where 0% means no effect; nearly all actives have a fitted effect of over 65% in size
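Luciferase luminescence (Steady-Glo, 30 min at room temperature) served as the read-out of ARE activation in AREc32 cells treated with compounds for 24 hr at 37 deg C.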
Abeta yeast res: compounds reversing amyloid beta toxicity in yeast; yeast expressing A-beta42, growth rescue, OD600, 48 h; response scale: 0% DMSO, 100% iron-clioquinol control; Potency, µM (doses to about 46.1 µM), for the others: top-dose growth rescue, most hits filed as activators; 410,000 compounds, 0.063% hits; AID 1347071; also: potency is read from the fitted curve at half-maximal effect; nearly all actives have a fitted effect of over 55% in size
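Growth rescue measured by 600 nm absorbance after 48 h yeast culture at 30 C with compound. Values normalized between DMSO and an equimolar ferric chloride plus clioquinol control.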
Akt phos inh: blocks phosphorylation of Akt. 360,000 compounds, 0.32% hits. Neuro2A IGF-stimulated pAkt S473 HTRF, 20 min; hits give low values. activity change, % for hits at 50 µM; in the data active = activity change below about -80%; inconclusive = mostly about -51% to -80%; also: % is scaled to controls: 0 for no effect and ±100 for the full control effect
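Neuro2A cells (4,500/well, DMEM with 0.5% FBS) were treated with compound at a single 50 µM final concentration, stimulated with 6 nM IGF for 20 min at 37 °C, and lysed. Phospho-Akt Ser473 was read by HTRF as 665/615 ratio ×10^4.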
A549 viability: A549 cytotoxicity, counter-screen for Nrf2 inhibitors | A549 ARE-Fluc cells, CellTiter-Fluor viability, 18-24 h | Potency, µM (highest dose often 46 µM), inactives show at the top dose activity change, negative = cytotoxicity, actives largely listed as inhibitors | 390,000 compounds, 0.16% hits | AID 504648; also: potency is read from the fitted curve at half-maximal effect; % is scaled to controls: 0 for no effect and ±100 for the full control effect
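Cytotoxicity counterscreen: CellTiter-Fluor fluorescence was measured in A549 ARE_Fluc cells after 18-24 h of compound exposure in a concentration series. The subsequent BugLite luminescent read reports ARE-luciferase activity.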
HepG2 tox: HepG2 cytotoxicity, counter-screen for TGF-b inhibitors | 410,000 compounds, 0.76% hits | Potency, µM (doses to about 46.1 µM), for inactives: at the highest dose activity change, negative = cytotoxicity, usual class: cytotoxic | HepG2 CAGA-GFP viability, ATP luminescence, 18 h | AID 588856; also: potency is read from the fitted curve at half-maximal effect; some results filed as inactive show a strong effect at the top dose
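CellTiter-Glo luminescence gave cytotoxicity after 18 hours at 37 degrees C. The cells were HepG2 CAGA-GFP in 1% FBS DMEM, stimulated with 500 pg/mL TGF-beta after compound addition. %Activity was normalised to no-cell wells (complete cell-killing) and DMSO (no toxicity), and curves were fitted and classified.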
Mm-Cpn inhibitor: inhibitors of Methanococcus maripaludis chaperonin (MmCpn); 330,000 compounds, 0.031% hits; Potency, µM (titrated, usually from 76.9 µM), for the others: at the top dose activity, negative = inhibition, actives largely listed as inhibitors; purified Mm-Cpn ATPase, ADP Transcreener TR-FRET; also: potency is read from the fitted curve at half-maximal effect; % is scaled to controls: 0 for no effect and ±100 for the full control effect; nearly all actives have a fitted effect of over 80% in size
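Inhibition of chaperonin ATP hydrolysis is measured as reduced ADP production, detected by competitive TR-FRET in which signal falls with ADP. Final enzyme 25 nM and ATP 10 uM, reacted 30 min at 37°C.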
CCT modulator: modulators of cytosolic chaperonin (CCT/TRiC) activity; purified chaperonin ATPase assay, HTRF ADP detection, 30 min; activity change, % (no concentration beside the values), hits read low; 360,000 compounds, 0.3% hits; in the data active = activity change below about -30%; also: % is scaled to controls: 0 for no effect and ±100 for the full control effect
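We incubate TRiC, 40 or 20 nM final, with library compounds at 76 uM and 10 uM ATP for 30 min at 37 °C. ADP formed is detected with Transcreener HTRF reagents after 30 min at room temperature.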
Nrf2 block: blocks Nrf2 signaling | 360,000 compounds, 2.1% hits | A549 ARE-Fluc reporter, luciferase luminescence, 18-24 h | AID 504444 | Potency, µM (top dose mostly 46 µM), without a hit: top-dose activity change, negative = inhibition, actives largely listed as inhibitors; also: potency is read from the fitted curve at half-maximal effect; % is scaled to controls: 0 for no effect and ±100 for the full control effect; nearly all actives have a fitted effect of over 60% in size
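Two sequential reads on A549 ARE_Fluc cells exposed to compound for 18-24 h: a CellTiter-Fluor fluorescence read for viability, then a luciferase luminescence read for Nrf2/ARE activity.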
Numbers without * were called inactive; i = inactive; ? = inconclusive; nt = not tested or not shown; & = joins results of further samples; [ ] = remark or other dose. Unless noted, calls follow the shape of the dose curve; as a rule, active = well fitted curve in the direction sought with a large enough effect; inconclusive = small, poorly fitted or top-dose-only effect, or another doubt; inactive = no such curve, though single readings can be large; an effect the other way counts as inactive or inconclusive.

SMILES | TGFb SMAD3 inh | Nrf2 ARE act | Abeta yeast res | Akt phos inh | A549 viability | HepG2 tox | Mm-Cpn inhibitor | CCT modulator | Nrf2 block
CCCCOc1ccc(C(C)NC(=O)CCS(=O)(=O)Cc2ccccc2F)cc1 (stereo not given) | -5% | 0.1% | -6% | i | 10% | -10% | 2% | 1.5 | 20%
CCc1c(C)sc(NC(=S)NC(C)C2CCCO2)c1C(=O)OC (stereo not given) | 1% | 5.8% | 22% | i | 0% | 1% | -3% | -4.5 | -23%
O=C(NCC12CC3CC(CC(C3)C1)C2)c1nc2ncccn2n1 | -6% | 0.4% | -17% | -119%* | -3% | -16% | 1% | -2.1 | 4%
O=C(CSc1nc2ccccc2s1)NC1CCCC1 | 2% | -1.1% | -1% | i | 0% | -11% | 0% | -0.1 | 0%
Cc1ccc(NC(=O)Nc2cccnc2)cc1NC(=O)Nc1cccnc1 | -8% | 0.2% | -4% | i | -16% | 17% | -2% | -2.1 | 18µM*
COCCNC(=O)Cn1c(=O)n(CCCCCC(=O)Nc2ccccc2)c(=O)c2sccc21 | ? | 0.0%&3.5% | -10%&16% | i | -2%&9% | 3%&6% | 4% | 1.5 | 12%&0%
COc1ccc(N=Cc2c(O)n(-c3cccc(C)n3)c(=O)c3ccccc23)cc1 | -10% | -0.5% | -9% | i | -15% | -12% | 1% | -2.6 | -17%
O=S(=O)(c1ccc(Oc2ccc(-c3nnco3)cc2)nc1)N1CCC(Cc2ccccc2)CC1 | 12% | -0.3% | -6% | i | 0% | -3% | 4% | -0.2 | ?
CC(C)CN(CC(C)C)S(=O)(=O)N1CCC(C(=O)NC2CCCCCCC2)CC1 | -17% | -0.3% | 13% | i | 0% | -30% | -3% | -5.8 | -14%
CCOC(=O)N1CCN(C(=O)CS(=O)Cc2nc(-c3ccc(C)cc3)oc2C)CC1 (stereo not given) | -14% | 0.1% | 6% | i | -4% | -1% | 1% | 1.3 | -12%
O=C(COC(=O)C1(c2ccccc2)CC1)NNC(=O)c1ccccc1 | -13% | 0.2% | 2% | i | -6% | 3% | 3% | -2.4 | 1%
COc1ccccc1N1CCN(CC(O)COCCOc2ccc(Br)cc2)CC1 (stereo not given) | ? | -0.3%[9.22 µM] | -16% | i | -13% | -46% | 0% | 0.3 | -15%
COc1ccccc1C/C(N)=N/OC(=O)c1ccc2c(c1)OCO2 | 19% | 18% | -77%[inhibitor] | i | 0% | 9% | -1% | 0.7 | 5%
Cc1ccc(C)c(OCCCC(=O)Nc2nccs2)c1 | -7% | -0.5% | 25% | i | -5% | -24% | nt | 1.3 | -38%
COCCn1nnnc1C(c1cccs1)N1CCN(c2cc(C)ccc2C)CC1 (stereo not given) | -17% | 2.1% | 10% | i | -7% | -10% | 0% | -1.6 | ?
O=C(NCc1ccccc1)C1CCCN(S(=O)(=O)c2cccs2)C1 (stereo not given) | 0% | -0.1% | -5% | i | 11%[1.84 µM] | -12% | 0% | -4.2 | 0%
Cc1c(C(=O)Nc2ccccn2)oc2ccc(Br)cc12 | 0% | ? | -1% | i | 3% | -25% | 0% | -11 | ?
COc1ccc(S(=O)(=O)N2CCCCC2)cc1NC(=O)c1cc(C)on1 | -6% | -0.2% | 7% | i | -2% | 0% | 1% | 0.0 | 4%
CCCCCNCc1cccn1C | 18% | -0.1% | -19% | i | 12% | 0% | 0% | -2.1 | 9%
CC(=O)c1ccc(NC(=O)CSc2nnc3ccc(-c4ccc(F)cc4)nn23)cc1 | -1% | 0.2% | -3% | nt | 1% | 5% | nt | nt | nt
O=C(CN1CCCCCC1)Nc1ccc(Oc2ccccc2)cc1 | ? | 3.7% | 3% | i | 0% | -31% | -3% | 2.5 | 5%
CCc1ccc(C2CC(=O)Nc3c2c(=O)nc2c(C)cccn32)cc1 (stereo not given) | 9%&9% | -0.2%&0.1% | 10%&-7% | i | 1%&-4% | -22%&-3% | 1% | -1.9 | 6%
COC(=O)c1sccc1NC(=O)c1c(C)noc1C | -15% | ? | -3% | nt | -3% | -22% | -5% | -1.8 | nt
CCCNC(=O)Cn1nc(-c2ccccc2OC)ccc1=O | 5% | -3.2% | 1% | i | nt | 7% | nt | 2.8 | nt
O=C(Nc1ccccc1)Nc1ccc(Oc2cccnc2)nc1 | -20% | 2.3% | 10% | i | -5% | -19% | 0% | 2.1 | ?

New compounds follow:
SMILES | TGFb SMAD3 inh | Nrf2 ARE act | Abeta yeast res | Akt phos inh | A549 viability | HepG2 tox | Mm-Cpn inhibitor | CCT modulator | Nrf2 block
CCCc1ccc2oc(C(=O)N3CCC(COC)C3)c(C)c2c1 (stereo not given) | -6% | 5.1% | 13% | i | ? | -1% | -3% | -1.2 | ?
CC(=O)OCC1OC(n2c(S)c(C#N)c(-c3ccccc3)c(C#N)c2=O)C(OC(C)=O)C(OC(C)=O)C1OC(C)=O (stereo not given) | -6% | 7.8% | 0% | i | -1% | -2% | nt | -0.1 | 6%
Cc1nnc(SCC(=O)Nc2ccc3c(c2)OCCO3)s1 | 22% | 0.0% | 17% | i | 0% | 0% | -1% | -1.7 | 17%
Cc1ccc2cc(CCNC(=O)c3ccco3)c(=O)[nH]c2c1 | -6% | 0.6% | 12% | i | -2% | 5% | 1% | -6.7 | 21%
Cc1ccc(OCc2cc(C(=O)N(C)Cc3nccn3C)no2)cc1C | -2% | -0.8% | 3% | i | 0% | -4% | 2% | -1.6 | 8%
CCc1ccc(C(O)c2ncc(-c3ccccc3OC)[nH]2)cc1 (stereo not given) | 1% | 5.1% | 11% | i | nt | -22% | nt | -0.3 | nt
CCOC(=O)/C(=C/c1cn(C)c2ccccc12)NC(=O)c1ccccc1 | -21% | 0.2% | -1% | i | 1% | -2% | -11% | -0.4 | 0%
CSc1cccc(NC(=O)Cn2c3ncccc3c(=O)n2-c2ccc(C)cc2)c1 | -4% | 0.6% | -3% | nt | 0% | -23% | nt | nt | -25%
COc1cccc(CN2CC(C(=O)N3CCN(C(C)C)CC3)CCC2=O)c1 (stereo not given) | ? | -0.5% | 12% | i | 5% | -22% | 0% | -0.5 | 12%
O=S(=O)(Nc1cccc(-c2cn3ccsc3n2)c1)c1ccc(F)cc1 | -4% | 2.2% | -2% | i | -2% | -7% | -1% | -1.1 | 3%
CC/C(=C\c1oc2cc3ccccc3cc2[n+]1CC)Nc1ccccc1 | 0% | ? | -28% | i | -7% | 0% | -1% | 0.3 | ?
COc1ccc(-c2noc(N3CCC(C(=O)Nc4ccc(F)cc4Cl)CC3)n2)cc1 | ? | -2.6% | 6% | nt | ? | -11% | nt | nt | nt
Cc1cc(N2CCOCC2)nc2ccc(NC(=O)C3CCC(C)CC3)cc12 (stereo not given) | -4% | 0.7% | -5% | i | 0% | -1% | 1% | 3.8 | -9%
N#CCCN1CCN(CCC#N)C1=S | ? | -0.6% | -6% | i | -2% | -26% | nt | -0.2 | 1%
Cc1ccc2c(n1)sc1c(-c3ccc(Br)cc3)c(C#N)c(N)nc12 | -3% | 4.2% | 7% | i | ? | -1% | 1% | -1.8 | 21µM*
COc1cc(C(C)=O)ccc1COc1ccc(C(=O)OC(C)C(=O)NC(N)=O)cc1OC (stereo not given) | -4% | 0.4% | -2% | i | -1% | -3% | -4% | 2.4 | 11%
CCOC(=O)CCCNC(=O)CN1CCC(c2nc3ccccc3s2)CC1 | 4% | -0.3% | -20% | i | -9% | 1% | -1% | -1.9 | ?
COc1ccc(CCNC(=O)CSc2n[nH]c(-c3ccccc3Cl)n2)cc1OC | -3% | 4.7% | -2% | nt | ? | -9% | nt | nt | nt
Nc1nonc1NC(=O)CSc1ncccc1C(=O)O | 1% | -0.4% | -3% | i | 15% | -10% | 0% | 0.5 | 8%
CC(C)[N+](C)(C)CC(O)CN(c1ccccc1)c1ccccc1 (stereo not given) | -21% | -0.5% | 10% | i | 3% | 25% | 5% | 0.5 | -16%
Cc1ccnc(SC2CC(=O)N(c3ccccc3)C2=O)n1 (stereo not given) | -18% | 0.4% | 0% | i | nt | -29% | nt | -1.6 | nt
CN(CC(=O)Nc1cccc(S(=O)(=O)N(C)c2ccccc2)c1)Cc1cccs1 | 2% | -1.7% | 6% | i | nt | -3% | nt | 0.2 | nt
COC(=O)c1sc(NC(=O)COc2ccc(OC)cc2)nc1C | 17% | -0.5% | 6% | i | 0% | 4% | nt | 0.3 | -6%
Cn1c(=O)c2c(nc(CN3CCCCC3)n2CCCc2ccccc2)n(C)c1=O | -1% | 0.3% | -23% | i | 9% | -13% | nt | 2.4 | 7%
Cc1c(NC(=S)NC(=O)c2cccc(Br)c2)c(=O)n(-c2ccccc2)n1C | -9% | 10% | -2% | i | 1% | -59% | -2% | -0.7 | 3%
Cc1ccc2nc(N(CCCN(C)C)C(=O)c3ccc(S(=O)(=O)N4CCc5ccccc5C4)cc3)sc2c1 | ? | 15% | 0% | i | ? | -105% | -1% | 0.7 | 21µM*

Complete entries, quoted from the list. Screens in order: TGFb SMAD3 inh, Nrf2 ARE act, Abeta yeast res, Akt phos inh, A549 viability, HepG2 tox, Mm-Cpn inhibitor, CCT modulator, Nrf2 block
`CSc1cccc(NC(=O)Cn2c3ncccc3c(=O)n2-c2ccc(C)cc2)c1` across the screens: -4%, 0.6%, -3%, nt, 0%, -23%, nt, nt, -25%
`CC(C)[N+](C)(C)CC(O)CN(c1ccccc1)c1ccccc1` (stereo not given) across the screens: -21%, -0.5%, 10%, i, 3%, 25%, 5%, 0.5, -16%
`Cc1ccc(NC(=O)Nc2cccnc2)cc1NC(=O)Nc1cccnc1` across the screens: -8%, 0.2%, -4%, i, -16%, 17%, -2%, -2.1, 18µM*
`COCCn1nnnc1C(c1cccs1)N1CCN(c2cc(C)ccc2C)CC1` (stereo not given) across the screens: -17%, 2.1%, 10%, i, -7%, -10%, 0%, -1.6, ?

High-throughput results as filed in PubChem BioAssay.
